Source: PubChem (several laboratories)
MgcRacGAP inhibition: MgcRacGAP GTPase-activating activity inhibitors, confirmation, biochemical, ADP Hunter fluorescence; MgcRacGAP-stimulated Rac1 GTP hydrolysis, ADP Hunter fluorescence; higher % means a stronger effect; GST-tagged Rac1 F28L mutant substrate; inhibition, % at 30 µM, or IC50 in µM where a hit was titrated; hit rate 0.6% among 340,000; AID 624330;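 active = first-screen hits whose inhibition reached a set limit at any dose in the follow-up dose series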;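 note: fluorescence reports GDP produced by GAP-driven GTP hydrolysis; strong numbers were not always called active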
GPR55 activation: selective activators of receptor GPR55 – imaging, U2OS cells, beta-arrestin-GFP redistribution, primary screen (AID 1961); U2OS GPR55 beta-arrestin-GFP redistribution imaging; higher % means a stronger effect; one-dose activation, % at 10 µM; EC50 in µM for titrated hits; hit rate 0.048% among 290,000;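 active = activation above 40% with more than 50 cells counted in the well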;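 note: U2OS osteosarcoma cells stably expressing GPR55 and beta-arrestin-GFP; plate controls were DMSO negative control for no effect and LPI positive control for full effect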
Hep lipid drop: hepatic lipid droplet formation modulation. AML12 mouse hepatocytes, oleate lipid droplets, BODIPY imaging. inhibition, % at 6.5 µM. hit rate 0.4% among 240,000;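 active = lipid droplet intensity inhibited by at least 50%, with more than 500 cells counted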
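Assay system: AML12 mouse liver cells | Compound dosing: One dose, 6.5 µM compound | Read-out basis: Droplet intensity reduction, % inhibition | Measured by: Fluorescence imaging, 20x objective, two fields per well | Schedule: Overnight treatment with compound plus oleate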
GPR55 antagonists: GPR55 antagonists blocking LPI-driven arrestin recruitment, primary screen, imaging, U2OS, beta-arrestin-GFP, LPI agonist (AID 2013); inhibition, % at 10 µM; hits with a dose series show IC50 in µM; U2OS GPR55 beta-arrestin-GFP translocation imaging, LPI antagonism; higher % means a stronger effect; hit rate 0.13% among 290,000;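 active = spots per cell inhibited over 60%, with over 100 cells counted and total cytoplasm intensity under 500,000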;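 note: U2OS cells stably carrying GPR55 and arrestin-GFP stimulated by 5 µM LPI near EC80; imaged beta-arrestin-GFP aggregate spots per cell after agonist stimulation; plate controls were LPI-stimulated DMSO wells for no effect and DMSO wells without LPI for full effect; some results filed as inactive read as strong as hits; confirmed hits need IC50 under 10 µM and bright autofluorescent wells are also inconclusive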
SV40 large T antigen: SV40 large T antigen inhibitors, biochemical (AID 1903). SV40 large T antigen ATPase/helicase inhibition assay; higher % means a stronger effect. inhibition, % at 20 µM, or IC50 in µM where a hit was titrated. hit rate 0.39% among 310,000; in the data active = a potency from the dose series; note: strong numbers were not always called active
LYP inhibition: PTPN22 lymphoid phosphatase activity blockers – biochemical, fluorescence intensity, uHTS (AID 1779); hit rate 0.054% among 290,000; recombinant LYP phosphatase, fluorescence intensity; higher % means a stronger effect; inhibition, % at 11.5 µM, or IC50 in µM where a hit was titrated; in the data active = inhibition above about 50%;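 note: plate controls were vehicle with enzyme for no effect and no enzyme for full effect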
GPR35 arrestin U2OS: inhibition of zaprinast-stimulated GPR35 beta-arrestin translocation – imaging, U2OS, beta-arrestin-GFP, zaprinast agonist, primary screen (AID 2058); inhibition, % at 10 µM; hits with a dose series show IC50 in µM; U2OS GPR35 beta-arrestin-GFP translocation imaging, zaprinast antagonism; higher % means a stronger effect; hit rate 0.052% among 290,000;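 active = inhibition of at least 50% with at least 30 cells and total cytoplasm GFP at most 10,000,000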
NTR1 ag: agonists of NTR1, primary screen, imaging, U2OS cells, beta-arrestin-GFP, high content (AID 493036); P30989; NTR1-U2OS beta-arrestin-GFP spot imaging, agonist mode; activation, % at 20 µM; hit rate 0.17% among 330,000;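 active = activation at or above 40% of the spot to cytoplasm intensity ratio, with at least 20 cells analyzed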;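 note: 0% = DMSO without peptide and 100% = 100 nM NTR1 peptide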
Target sequence (P30989 whole entry, looked up): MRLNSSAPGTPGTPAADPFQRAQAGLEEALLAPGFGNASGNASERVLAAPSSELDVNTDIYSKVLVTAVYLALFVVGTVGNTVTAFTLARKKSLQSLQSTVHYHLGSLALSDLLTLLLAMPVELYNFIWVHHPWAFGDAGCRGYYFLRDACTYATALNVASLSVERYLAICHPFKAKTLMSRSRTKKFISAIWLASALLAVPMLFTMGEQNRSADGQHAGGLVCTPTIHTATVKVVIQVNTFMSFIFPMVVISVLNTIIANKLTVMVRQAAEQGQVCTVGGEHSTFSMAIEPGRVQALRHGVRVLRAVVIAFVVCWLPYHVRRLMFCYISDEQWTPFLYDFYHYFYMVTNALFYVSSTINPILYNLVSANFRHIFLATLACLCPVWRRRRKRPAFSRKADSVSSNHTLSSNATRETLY
T cell HTS: modulates CD8 T cell binding to vesicles; hit rate 0.068% among 330,000; 2C CD8+ T cell-vesicle binding, flow cytometry; hits give low values; AID 2052; calls only at 7 µM;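 active = response, share of CD8 T cells binding vesicles, and their 90th percentile fluorescence all below set limits, cut at about 80% in these data, passing the limit was not always enough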
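Assay system – 2C mouse CD8+ T cells · Also added – QL9-loaded Drosophila micro-vesicles · Timing – Cell–vesicle co-incubation 1.5 h at 37 °C, staining 20 min on ice · Signal – flow cytometry of vesicle-bound cells · Measure – percent CD8+ FL2 mean versus row control · Controls – Peptide-free naked vesicles (low) and QL9 vesicles with 0.7% DMSO vehicle (high)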
Hep lipid drop cells 6.5 µM: second read-out of Hep lipid drop, no call of its own (marks repeat the call); cell count; measured here: cell count, cytotoxicity flag;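 cells counted across two imaged fields per well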
T cell HTS vesicle-bound %: also measured in T cell HTS; calls as there; double positive events, %; measured here: CD8+ vesicle-bound cell fraction;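 binding gate set so that unloaded-vesicle control wells show 10% double positive cells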
NTR1 ag cell count 20 µM: recorded beside NTR1 ag, whose call it bears; cell count; measured here: cell count, cytotoxicity flag
Starred values were filed as active, the others as inactive; i = inactive; · = not tested or not shown.

Every second line gives: GPR35 arrestin U2OS	MgcRacGAP inhibition	SV40 large T antigen	GPR55 antagonists	NTR1 ag	T cell HTS vesicle-bound %	NTR1 ag cell count 20 µM	LYP inhibition	T cell HTS	GPR55 activation	Hep lipid drop cells 6.5 µM	Hep lipid drop
1. COC(=O)C1=C(C)N(Cc2ccc3c(c2)OCO3)C(=O)C1
    1%	-9%	2%	-4%	-0.6	22	20	-5%	i	-0.1%	731	-9
2. Cc1cccc(NC(=O)C2C3CCCCC32)c1 (stereo not given)
    -2%	8%	13%	2%	0.9	58	68	-7%	i	-0.3%	816	0
3. Cc1cccc(NS(=O)(=O)c2ccc(C(=O)NCC(C)(C)N3CCOCC3)cc2)c1C
    -8%	-9%	-12%	-20%	-0.5	46	54	-10%	i	-0.1%	567	-20
4. Cc1ccc(C2=NNC(c3ccc(Cl)cc3)=Nc3ccccc32)o1
    -4%	-15%	9%	9%	-1.2	45	43	8%	i	-0.1%	627	-4
5. CC(C)c1ccc(C(O)c2cnc(C(C)C)n2C)cc1 (stereo not given)
    7%	0%	0%	-3%	-2.6	36	69	-1%	i	0.8%	517	7
6. Cc1ccc(/C=C2\C(=N)N3N=C(CC(=O)N4CCCCC4)SC3=NC2=O)cc1
    -13%	7%	27%	-6%	0.6	26	67	-5%	i	0.3%	705	5
7. CN(CCC#N)C(=S)Nc1ccc(Oc2ccccc2)cc1
    -14%	10%	6%	2%	0.0	21	77	0%	i	-0.1%	609	32
8. O=c1c(N2CCOCC2)nsn1Cc1ccccc1
    1%	5%	4%	-4%	-2.0	52	19	-6%	i	-0.3%	·	·
9. O=S(=O)(Nc1cccc2[nH]ncc12)c1cccs1
    3%	3%	13%	0%	-1.3	50	81	-2%	i	0.1%	719	-17
10. Clc1ccc(-c2csc(-c3cccnc3)n2)s1
    -1%	-4%	3%	16%	5.2	27	47	-3%	i	0.3%	682	-12
11. O=C(NCCOc1ccccc1)c1cncc(Br)c1
    10%	7%	2%	-3%	-0.7	15	33	-10%	i	-0.1%	·	·
12. O=C1C2C3C=CC(CC3)C2C(=O)N1/N=C/c1ccco1 (stereo not given)
    -11%	12%	4%	9%	-0.4	44	35	-2%	i	-0.6%	757	-21
13. O=C1CC(N2CCN(c3ncccn3)CC2)C(=O)N1CCc1ccccc1 (stereo not given)
    14%	7%	7%	2%	0.0	13	40	-7%	i	-0.1%	663	15
14. COc1ccc(C(=O)NCc2ccc3c(c2)OCO3)cc1
    -10%	10%	7%	-3%	-0.7	52	59	-2%	i	0.3%	655	-22
15. O=C(Nc1ccc(Cl)cc1)N1CCOCC1
    -9%	18%	5%	-13%	-0.3	7	57	-6%	i	-0.1%	784	0
16. CCc1nnc(NC(=O)C2(C)COC(c3ccccc3)OC2)s1 (stereo not given)
    2%	5%	8%	-9%	0.1	42	55	-6%	i	0.2%	684	3
17. O=C(CCC(=O)Nc1ccc(F)cc1)N/N=C/c1ccncc1
    4%	15%	12%	-1%	-0.7	24	91	-1%	i	0.2%	713	-10
18. Cc1ccc(NS(=O)(=O)c2cccc(C(=O)NCC3(N(C)C)CCCCC3)c2)cc1
    -11%	1%	8%	10%	2.4	31	42	2%	i	0.3%	674	-4
19. CCN(CC)CCN(C(=O)c1ccc(S(=O)(=O)N2CCCC2)cc1)c1nc2cc(C)cc(C)c2s1
    15%	8%	2%	12%	-0.1	62	58	-8%	i	-0.1%	828	-1
20. COC(=O)Nc1ccc(S(=O)(=O)N(C)CC(F)(F)C(F)F)cc1
    8%	7%	8%	-4%	0.2	10	95	-14%	i	0.1%	774	-11
21. O=C(Cc1csc(Nc2nc(=S)[nH]c3ccccc23)n1)NCc1ccccc1Cl
    11%	11%	1%	-18%	17	16	63	0%	i	-0.1%	·	·
22. CCOc1ccc(C(C)=O)cc1CN1C(=O)NC2(CCCCC2C)C1=O (stereo not given)
    -4%	0%	1%	10%	-0.2	15	89	-3%	i	-0.2%	·	·
23. O=c1[nH]c(C2CCN(S(=O)(=O)c3ccc(F)cc3)CC2)nc2c1nnn2Cc1ccc2c(c1)OCCO2
    5%	-18%	7%	-15%	4.9	50	65	6%	i	0.2%	722	0
24. COc1cc(C(=O)NC(=S)NC(C)C)cc(OC)c1OC
    5%	6%	16%	-10%	0.9	54	39	-9%	i	0.1%	704	-10
25. Cc1ccc(N=C2NC(=O)CS2)cc1C
    -11%	9%	21%	-7%	-0.8	49	59	-11%	i	0.0%	802	3
26. CCOC(=O)c1c(C)[nH]c(C(=O)Nc2ccc(NC(C)=O)cc2)c1C
    9%	8%	20%	-2%	1.4	44	33	-2%	i	0.2%	703	19
27. Cc1ccc2c(c1)N(CC(=O)NCCCN1CCCC1)C(=O)CO2
    6%	5%	3%	7%	0.3	35	41	-10%	i	0.0%	779	-3
28. Cc1ccc(C)c(OCC(=O)Nc2ccc(S(=O)(=O)N3CCN(C)CC3)cc2)c1
    6%	1%	-1%	-7%	-0.9	36	61	1%	i	0.1%	741	-6
29. O=C(Cc1cccs1)NCc1cccc(Cl)c1
    0%	6%	6%	-1%	-0.6	35	85	-4%	i	-0.3%	878	4
30. c1ccc(Cc2ccc(OCCn3cncn3)cc2)cc1
    -12%	8%	15%	3%	-1.1	59	65	1%	i	-0.1%	697	3
31. CC(=O)Nc1ccc2cc3ccc(NC(C)=O)cc3nc2c1
    4%	10%	-9%	-6%	·	48	·	-10%	i	0.0%	·	·
32. COc1cccc(-n2c(Cc3cc(=O)[nH]c(=O)[nH]3)nnc2SCC(=O)N2CCCCCC2)c1
    7%	-1%	5%	16%	3.5	60	74	-7%	i	-0.1%	·	·
33. O=C(NCc1ccccc1)/C(=C/c1ccccc1)NC(=O)c1ccco1
    -10%	3%	6%	-13%	-2.1	26	45	1%	i	0.3%	746	11
34. COc1ccc(-c2cc(C)no2)cc1S(=O)(=O)N(C)c1ccc(C)cc1
    -13%	1%	8%	0%	1.4	36	52	-7%	i	-0.2%	664	-13
35. CCOc1ccccc1C(=O)NC(C(=O)Nc1cccc(S(N)(=O)=O)c1)C(C)C (stereo not given)
    -10%	1%	1%	18%	0.1	42	54	-4%	i	-0.3%	754	5
36. COc1cccc(-c2cc3nc(-c4ccccc4)cc(=O)n3[nH]2)c1
    -8%	2%	10%	-11%	4.8	40	89	-10%	i	-0.1%	·	·
37. CN(CC(=O)Nc1ccc(N2CCOCC2)cc1)C(=O)c1cn(-c2ccccc2)nc1-c1ccccc1
    ·	7%	21%	·	1.8	28	40	·	i	·	·	·
38. Cc1ccc(OCCN(C)C(=O)C2CCC(=O)N(CC3CCCCC3)C2)cc1 (stereo not given)
    -2%	8%	15%	63%	1.0	18	65	-3%	i	-0.3%	713	-8
39. CCOc1ccc(-n2c(C)cc(/C=N\NC(=O)CC(=O)NC3CCCCC3)c2C)cc1
    -3%	-8%	10%	2%	0.0	40	54	10%	i	0.4%	661	-7
40. COC(=O)C(CCCCNC(=O)OCc1ccccc1)NC(=O)CN (stereo not given)
    13%	12%	-2%	14%	-1.0	56	38	-3%	i	-0.1%	777	2
41. O=C(c1ccco1)N1CCN(C(=O)C2CCCN(S(=O)(=O)Cc3ccccc3)C2)CC1 (stereo not given)
    9%	8%	0%	-2%	-0.5	15	61	-12%	i	-0.2%	765	1
42. CC1CCCN(c2nc3c(c(=O)n(C)c(=O)n3C)n2CCSc2nc3ccccc3o2)C1 (stereo not given)
    -3%	-3%	3%	-2%	13	46	69	-10%	i	-0.1%	679	-2
43. CC1(C)OC(=O)C(=CSc2ccc(C(C)(C)C)cc2)C(=O)O1
    1%	10%	1%	7%	-1.3	58	34	-9%	i	-0.1%	665	9
44. NC1=NC[C@@H](Cc2ccc(O)cc2)N1CC1CCCCC1
    15%	11%	12%	7%	-2.5	3	89	-4%	i	-0.1%	662	-9
45. CCOc1ccc(NC(=S)N2C3CCCC2CC(NC(=O)C2CC2)C3)cc1 (stereo not given)
    15%	-2%	0%	10%	0.4	12	55	-11%	i	-0.2%	782	4
46. O=C(NC1CCCCC1)OCCN1CCN(Cc2ccccc2)CCC1=O
    2%	·	9%	16%	-1.1	22	97	-3%	i	-0.2%	737	-12
47. Cc1ccc(NC(=O)CSCc2cc(=O)n3cc(C)sc3n2)c(C)c1
    -4%	8%	8%	-6%	-1.5	33	44	-3%	i	0.3%	684	4

Sorted by molar mass (falling): some entries from above.
Every second line gives: GPR35 arrestin U2OS	MgcRacGAP inhibition	SV40 large T antigen	GPR55 antagonists	NTR1 ag	T cell HTS vesicle-bound %	NTR1 ag cell count 20 µM	LYP inhibition	T cell HTS	GPR55 activation	Hep lipid drop cells 6.5 µM	Hep lipid drop
37. CN(CC(=O)Nc1ccc(N2CCOCC2)cc1)C(=O)c1cn(-c2ccccc2)nc1-c1ccccc1
    ·	7%	21%	·	1.8	28	40	·	i	·	·	·
42. CC1CCCN(c2nc3c(c(=O)n(C)c(=O)n3C)n2CCSc2nc3ccccc3o2)C1 (stereo not given)
    -3%	-3%	3%	-2%	13	46	69	-10%	i	-0.1%	679	-2
34. COc1ccc(-c2cc(C)no2)cc1S(=O)(=O)N(C)c1ccc(C)cc1
    -13%	1%	8%	0%	1.4	36	52	-7%	i	-0.2%	664	-13
